GLS inhibitor – glutaminase GLS (human) inhibition; O94925; GLS enzymatic activity, qHTS titration; Potency, µM (doses to about 45.5 µM), for inactives: at the highest dose activity change, negative = inhibition, most hits filed as inhibitors; actives 0.21% (n = 410,000); further: potency means the concentration at half of the fitted maximal effect; on the % scale 0 is the no-effect control and ±100 the full control effect
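Two-point fluorescence kinetic (t0, 30 min RT) for hKGA; glutamate detected via glutamate oxidase–HRP–Amplex Red. Substrate: 1 mM L-glutamine solution; buffer 45 mM KH2PO4, pH 8.2.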
PI4K2A inh – inhibitors of human PI4K2A; purified PI4K2A, ADP-Glo luminescence, 1 h; active compounds read low; activity change, negative = inhibition, % at 76.9 µM; actives 0.13% (n = 420,000); in the data active means activity change below about -50%; inconclusive means mostly about -30% to -49%;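 further: -100% = wells without enzyme as full effect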
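In this quantitative HTS, ADP production by PI4K2A was quantified luminescently after 1 h at ambient temperature; 100 microM adenosine served as plate-quality control.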
PGK inhibitor – blocks T. brucei phosphoglycerate kinase | PGK/GAPDH coupled, Kinase-Glo luminescence, 60 min | Potency, µM (top dose mostly 57.5 µM), for the others: top-dose activity change, negative = inhibition, most hits filed as inhibitors | actives 0.043% (n = 380,000) | AID 602233; further: potency means the concentration at half of the fitted maximal effect; on the % scale 0 is the no-effect control and ±100 the full control effect; nearly all actives have a fitted effect of over 60% in size
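Luminescent ATP detection (Kinase-Glo Plus) follows a 60-minute room-temperature incubation, with wells lacking PGK as controls. Buffer: 100 mM TEA (pH 7.6), 5 mM MgCl2, 0.01% Tween-20. Coupling enzyme GAPDH (100 nM final) supplies unstable 1,3-BPG in-well.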
G9a block – inhibitors of human histone lysine methyltransferase G9a; Q96KQ7; G9a H3K9 monomethylation, AlphaScreen, 2 h; Potency, µM (highest dose often 102 µM), for inactives: at the top dose activity, negative = inhibition, usual class: inhibitors; actives 8.8% (n = 350,000); AID 504332; further: potency means the concentration at half of the fitted maximal effect; on the % scale 0 is the no-effect control and ±100 the full control effect; nearly all actives have a fitted effect of over 75% in size
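Using a bead-based AlphaScreen, monomethylated H3K9 product from 2 h room-temperature reactions (G9a 20 nM, peptide 500 nM, SAM 20 uM) was detected with 0.5 ug/mL rabbit anti-H3K9me1 antibody.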
JMJD2A Tudor inh – JMJD2A Tudor domain (human) inhibition. O75164. AlphaScreen JMJD2A-Tudor / H3K4me3 peptide binding. Potency, µM (doses to about 114 µM), inactives show at the highest dose activity change, negative = inhibition, usual class: inhibitors. actives 4.4% (n = 390,000); further: potency means the concentration at half of the fitted maximal effect; on the % scale 0 is the no-effect control and ±100 the full control effect; nearly all actives have a fitted effect of over 50% in size
Pol eta inh – blocks human DNA polymerase eta activity | Q9Y253 | recombinant Pol eta, fluorescent DNA replication assay | Potency, µM (top dose mostly 114 µM), for the others: top-dose activity change, negative = inhibition, actives largely listed as inhibitors | actives 1.2% (n = 390,000) | AID 588591; further: potency means the concentration at half of the fitted maximal effect; on the % scale 0 is the no-effect control and ±100 the full control effect
Target sequence (Q9Y253 whole entry, looked up): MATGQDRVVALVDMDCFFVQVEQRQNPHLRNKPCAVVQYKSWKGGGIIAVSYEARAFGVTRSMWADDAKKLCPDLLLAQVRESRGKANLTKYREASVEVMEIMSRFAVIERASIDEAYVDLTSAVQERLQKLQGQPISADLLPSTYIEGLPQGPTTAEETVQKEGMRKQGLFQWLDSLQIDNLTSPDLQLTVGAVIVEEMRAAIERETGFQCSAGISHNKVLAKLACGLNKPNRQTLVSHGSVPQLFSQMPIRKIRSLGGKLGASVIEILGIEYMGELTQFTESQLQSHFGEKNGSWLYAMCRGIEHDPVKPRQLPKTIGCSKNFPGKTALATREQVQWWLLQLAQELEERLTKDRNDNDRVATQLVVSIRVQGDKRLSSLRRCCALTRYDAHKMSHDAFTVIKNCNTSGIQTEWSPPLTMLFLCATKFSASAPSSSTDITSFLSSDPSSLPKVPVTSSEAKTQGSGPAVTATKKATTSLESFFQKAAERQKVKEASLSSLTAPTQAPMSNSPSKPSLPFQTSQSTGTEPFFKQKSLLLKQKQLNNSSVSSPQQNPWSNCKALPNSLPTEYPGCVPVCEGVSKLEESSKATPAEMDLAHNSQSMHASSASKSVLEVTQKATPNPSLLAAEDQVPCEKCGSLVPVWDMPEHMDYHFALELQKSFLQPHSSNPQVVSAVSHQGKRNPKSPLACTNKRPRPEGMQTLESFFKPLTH
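Pol eta at 10 nM preincubated with compounds 15 min at room temperature; reaction started with fluorescent substrate (50 nM final) and read kinetically at 0 and 10 min.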
BAZ2B inh – BAZ2B (human) inhibition. Potency, µM (top dose mostly 114 µM), without a hit: at the top dose activity change, negative = inhibition, most hits filed as inhibitors. AlphaScreen BAZ2B-H3K14Ac peptide displacement. actives 4.4% (n = 360,000). Q9UIF8; further: potency means the concentration at half of the fitted maximal effect; on the % scale 0 is the no-effect control and ±100 the full control effect; nearly all actives have a fitted effect of over 60% in size
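BAZ2B 50 nM plus b-H3(5-23)K14Ac 50 nM, PBS pH 7.4/0.01% Tween-20, 30 min RT; compound added (max 110 uM), 30 min RT; streptavidin donor/Ni-chelate acceptor beads 10 ug/mL final, 20 min dark; AlphaScreen read.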
Pin1 inhibitor – inhibitors of human Pin1; Q13526; Pin1 FP peptide displacement, HiFluor488, 10 min; Potency, µM (series often up to 115 µM), for inactives: at the highest dose activity, negative = inhibition, actives largely listed as inhibitors; actives 0.009% (n = 390,000); active means well fitted inhibition curve with a large enough effect in the polarisation, with a control signal flat, not every such curve was filed as active; inconclusive means small, poorly fitted or top-dose-only effect, or effect the other way, or a change in a side signal; inactive means no such curve, though single readings can be large or run the other way; the % refers to the polarisation; further: potency means the concentration at half of the fitted maximal effect; on the % scale 0 is the no-effect control and ±100 the full control effect
Target sequence (Q13526 whole entry, looked up): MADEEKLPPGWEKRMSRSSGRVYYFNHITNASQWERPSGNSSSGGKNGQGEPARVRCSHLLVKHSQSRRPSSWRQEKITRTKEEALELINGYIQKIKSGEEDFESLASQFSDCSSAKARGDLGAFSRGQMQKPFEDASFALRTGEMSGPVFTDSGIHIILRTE
HP1b chromo inh – inhibitors of HP1-beta chromodomain binding to methylated histone tails. P83916. Potency, µM (series often up to 114 µM), without a hit: at the highest dose activity change, negative = inhibition, actives largely listed as inhibitors. actives 0.56% (n = 390,000). AID 540317. AlphaScreen HP1-beta / biotin-H3K9me3 peptide binding; further: potency means the concentration at half of the fitted maximal effect; nearly all actives have a fitted effect of over 70% in size; inactives centre near 23
Target sequence (P83916 whole entry, looked up): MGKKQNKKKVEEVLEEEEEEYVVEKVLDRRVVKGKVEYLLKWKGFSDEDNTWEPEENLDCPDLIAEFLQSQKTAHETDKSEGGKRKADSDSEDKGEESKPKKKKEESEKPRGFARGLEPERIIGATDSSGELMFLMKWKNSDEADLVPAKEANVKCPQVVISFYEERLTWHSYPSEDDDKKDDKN
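AlphaScreen: HP1-beta (50 nM) preformed 30 min with biotin-H3(1-18)K9me3 peptide (50 nM) in PBS pH 7.4, 0.01% Tween-20. Compound added for 30 min at RT, then streptavidin donor/nickel chelate acceptor beads (10 ug/mL) for 30 min.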
An asterisk follows results filed as active; i = inactive; ? = inconclusive; . = no result given; [ ] = another dose, or the depositor's remark. Unless noted, the call rests on the fitted dose curve; in most records, active means well fitted curve in the direction sought with a large enough effect; inconclusive means small, poorly fitted or top-dose-only effect, or another doubt; inactive means no such curve, though single readings can be large; an effect the other way counts as inactive or inconclusive. Not all compounds are listed; count on the stated rates, not on these rows.

mol | PI4K2A inh | HP1b chromo inh | G9a block | PGK inhibitor | GLS inhibitor | BAZ2B inh | Pin1 inhibitor | Pol eta inh | JMJD2A Tudor inh
O=C(Nc1ccc(S(=O)(=O)N2CCCC2)cc1)C1CC(=O)N(CCc2ccc(F)cc2)C1 (stereo not given) | -4.6 | -12.1% | 6.3%[12.7 µM] | i | 8.0% | 10.7% | 0.2% | -6.9% | -8.6%
COCCCn1c(=O)cc(C)[nH]c1=S | -1.0 | 48.9%[activator] | 21.0% | -7.4% | -0.7% | 1.4% | 2.4% | -8.2% | 3.7%
CN1CCN(CCC(=O)Nc2ccccc2Cl)CC1 | -4.0 | 26.2% | -7.7%[59 µM] | -7.5% | 0.4% | -5.2% | 1.1% | -6.6% | -11.1%
COc1ccc(O)c(/C=N/c2nc3ccccc3n2C)c1 | -2.9 | 38.7%[activator] | -5.1% | i | -32.2% | -3.8% | -5.9% | -16.3% | -17.7%
CCOc1ccc(/C=N/NC(=O)CN2CCCCC2)cc1OCC | -1.8 | 25.3% | -0.6% | -5.5% | 0.9% | ? | -3.2% | -11.3% | -11.1%
N#Cc1nc(Cc2ccccc2)oc1NCc1cccnc1 | 4.8 | 14.0% | -4.2%[59 µM] | 4.8% | 27.5% | -5.7% | -2.1% | -5.0% | -12.8%
CNC(=O)c1sccc1-n1cccc1 | 5.4 | -1.1% | 5.0%[59 µM] | -8.5% | 9.8% | 3.2% | -1.4% | 4.3% | ?
Cc1cc2cc3c(N)[nH]nc3nc2cc1C | -2.4 | 2.3% | 62.9%[activator][59 µM] | -7.1% | 24.7% | -19.3% | -9.4% | -10.3% | -10.8%
CC(C)(C)C(=O)OCc1nc(-c2ccc(C(F)(F)F)cc2)cs1 | -1.8 | 116.6%[activator] | 370.4%[activator] | -6.2% | -5.1% | 81.0%[activator] | -1.9% | -19.0% | 81.2%[activator]
COC(=O)c1ccc2c(=O)n(Cc3ccc4c(c3)OCO4)c(SCC(=O)N3CCCC3)nc2c1 | 1.2 | 11.1% | 0.2% | -7.6% | -18.1% | -31.6% | -3.0% | -6.2% | -18.9%
CC1=C(C(=O)OC2CCCCC2)C(c2ccco2)n2ncnc2N1 (stereo not given) | 3.2 | 36.7% | ? | -4.7% | 9.0% | -33.3% | 2.3% | -18.4% | -31.7%
COc1ccccc1CNC(=O)COC(=O)/C=C/c1ccc2ccccc2n1 | -4.1 | 20.3% | . | -0.8% | -0.9% | . | 15.3% | -7.0% | -11.5%
CCOC(=O)NC(=O)C(=CNc1cccc(OC)c1)C(=O)NC(=O)OCC | -4.2 | 43.8%[activator] | 10.8% | -0.4% | 12.1% | 4.0% | -6.8% | -24.5% | 5.7%
CC(=O)N=c1sc2cc(C)ccc2n1C | 1.5 | 18.7% | -7.2%[12.7 µM] | -1.5% | -8.0% | 6.3% | -5.3% | -6.2% | -2.8%
Cc1cccc(NC(=O)c2nc[nH]c2C(=O)N2CCN(c3ccccc3)CC2)c1 | -1.8 | 28.1% | . | -9.3% | 15.9% | . | -10.3% | -19.6% | -23.2%
CN(C)c1ccc(NC(=O)CSc2nc3ccsc3c(=O)n2CCCCCC(=O)O)cc1 | -0.3 | -18.9% | ? | -2.3% | 18.1% | -25.7% | -13.0% | -11.4% | -27.7%
O=C(c1ccccc1)c1ccc(C(=O)O)c(C(=O)O)c1 | -2.8 | 24.7% | . | -3.6% | 6.4% | . | ? | 3.2% | -12.0%
Cc1ccc(NC(=O)CCc2ccc(S(=O)(=O)NC3CCCCC3)cc2)cc1 | -2.5 | 23.4% | 0.5% | -9.1% | -1.5% | 10.1%[57.1 µM] | 6.3% | -12.5% | -11.7%
Cc1nn(-c2ccccc2)c2sc(C(=O)NNC(=O)COc3ccccc3)cc12 | 0.5 | 36.7% | 13.5% | -1.0% | 0.0% | -4.8% | 15.3% | -2.2% | -11.9%
C/C(N)=C(\C#N)C(=O)NCCc1ccccn1 | 4.8 | 33.6% | 10.1%[59 µM] | 4.1% | -9.2% | 1.9% | -1.5% | -11.2% | -5.0%
Nc1ccc2nc[nH]c2c1 | ? | 6.3% | 50.1µM* | -4.5% | 14.9% | -35.3% | 5.8% | -18.3% | ?
COc1ccc(S(=O)(=O)N(C)C[C@H]2Oc3ccc(NC(=O)C4CCCCC4)cc3C(=O)N([C@H](C)CO)C[C@@H]2C)cc1 | 0.2 | 28.5% | . | -2.2% | 2.6% | . | -0.2% | ? | -28.7%
COCCCNC(=O)Cn1c(=O)n(CC(=O)NCCc2ccc(OC)c(OC)c2)c(=O)c2sccc21 | -3.4 | 76.1%[activator] | 11.2% | i | 1.1% | -5.7% | -0.4% | -0.8% | -20.4%
Cc1cc(C(=O)NNC(=O)Cc2ccc(Cl)cc2)c(C)o1 | -4.6 | -5.0% | 8.4%[0.501 µM] | 5.7% | -2.3% | -5.0% | 0.5% | -5.2% | -29.9%
Cc1cc(C)cc(NC(=O)N2CCC(C(=O)c3ccc(F)cc3)CC2)c1 | -3.3 | 25.4% | 5.9% | -8.2% | 3.9% | -5.9% | -1.5% | -11.7% | -9.8%[11.4 µM]
COc1cc(C(=O)Nc2c(C(=O)O)[nH]c3ccc(C)cc23)cc(OC)c1OC | 4.6 | -4.4% | ? | -3.1% | 23.4% | -21.4% | -4.6% | 2.4% | -20.3%
CC(=O)c1ccc(N2CCN(C(=O)C3CCN(S(=O)(=O)c4ccc(F)cc4)CC3)CC2)cc1 | -6.8 | 16.7% | 7.2%[2.33 µM] | -2.7% | -6.6% | -5.3% | -2.2% | -16.1% | -21.6%
CCCCOc1ccc(NC(=O)c2cc3c(n(-c4ccc(Cl)cc4)c2=O)CCCC3=O)cc1 | -0.7 | 41.9%[activator] | 30.4%[59 µM] | -0.5% | 10.3% | -0.3% | -3.9% | -7.8% | -21.3%
Cc1cccc(-c2nc(CCNC(=O)Cc3ccccc3)cs2)c1 | 1.6 | 21.4%[57 µM] | 30.4%[activator][59 µM] | i | 8.0% | 11.7% | 1.4% | -13.2% | -20.3%
O=C(c1ccc(Cl)c([N+](=O)[O-])c1)N(Cc1ccc(F)cc1)C1CCS(=O)(=O)C1 (stereo not given) | -0.1 | -5.1% | . | i | 0.7% | -5.5% | 4.0% | -22.5% | -17.7%
O=C(CCCN1C(=O)/C(=C\c2ccccc2)SC1=S)Nc1ccc(C(=O)O)cc1 | 3.9 | -23.1% | ? | 2.4% | 8.2% | -26.4% | ? | ? | ?
COc1ccc(S(=O)(=O)N2CCN(C(=S)NCC3CCCO3)CC2)cc1OC (stereo not given) | 1.4 | 49.5%[activator] | 71.0%[activator] | -7.5% | -1.9% | -4.0% | 0.3% | -14.4% | -3.4%
c1ccc(-c2cn3nc4c(nc3n2)CCCC4)cc1 | -52.5* | 67.4%[activator] | 50.1µM* | ? | -2.6% | 6.4% | ? | -8.7% | 17.2%
CCN1CCN(C(c2ccc(OC)cc2)c2nnnn2Cc2ccc3c(c2)OCO3)CC1 (stereo not given) | 2.7 | 25.2% | 9.8% | 0.0% | 4.8% | -16.5% | ? | -7.5% | -17.5%
Cc1ccc(-c2cc(-c3nnc(SCC(=O)NC(C)C(C)C)n3N)c3ccccc3n2)cc1 (stereo not given) | 1.7 | 23.6% | -6.4%[12.7 µM] | -5.4% | 0.1% | 13.2% | -6.4% | -11.8% | -14.1%
CNC(=O)c1nnsc1S(=O)(=O)c1ccc(Cl)cc1 | -3.4 | -14.7% | 14.1µM* | 0.8% | 4.2% | -14.6% | 1.1% | 3.7% | 1.4%
CCn1c(=O)sc2cc(NS(=O)(=O)c3ccc(F)c(C)c3)ccc21 | 0.3 | 37.6% | 0.5%[59 µM] | -3.8% | 4.4% | 2.2% | 0.0% | -17.1% | -4.8%
O=C(CN1C(=O)C2C3C=CC(C3)C2C1=O)N1CC=C(c2ccccc2)CC1 (stereo not given) | 1.1 | 37.1% | 8.1%[12.7 µM] | -4.8% | 0.7% | -7.0% | -3.8% | -9.1% | 8.6%
COc1ccc(-c2csc3ncn(Cc4ccccc4)c(=O)c23)cc1 | 2.8 | 54.4%[activator] | 20.6% | 2.4% | 1.3% | -8.0% | 43.2%[activator] | -5.1% | -1.0%
COc1ccccc1NS(=O)(=O)c1cccs1 | -1.8 | 30.5%[activator] | -11.3%[59 µM] | -3.8%[11.5 µM] | 27.0% | 10.2% | 7.8% | -2.2% | -8.9%
S=c1[nH]c(-c2ccccc2)cn1/N=C/c1ccccc1Br | -9.5 | -10.6% | 2.51µM* | -4.5% | 11.5% | ? | 6.1% | -23.8% | -27.1%
Cc1ccc(C)c(S(=O)(=O)N2CCN(CC(=O)Nc3ccc([N+](=O)[O-])cc3)CC2)c1 | 2.2 | 19.2% | -2.9%[59 µM] | -7.5% | -4.5% | -4.2% | -0.1% | -14.1% | -16.2%
CC(=O)c1ccc(N2CCN(C(=O)CCCCn3c(=O)[nH]c4ccccc4c3=O)CC2)cc1 | -0.8 | 16.4% | -3.1%[59 µM] | -6.1% | -4.1% | 0.1% | 3.6% | 0.0% | 0.7%
CCC(O)c1nc2ccccc2n1Cc1cccc(Cl)c1 (stereo not given) | 2.1 | 41.3%[activator] | 8.9%[59 µM] | -5.4% | 0.1% | -13.7% | 0.1% | -26.9% | -7.2%
CCn1c(SCc2cccc(C(F)(F)F)c2)nnc1-c1ccco1 | 0.0 | 13.0% | ? | -3.0% | -0.2% | 5.3% | 10.9% | -2.9% | -6.0%
COCCn1c(SCC(=O)N2CCCCC2)nc2c(c1=O)SC(C)C2 (stereo not given) | 3.8 | 44.9%[activator] | 66.2%[activator] | 5.8% | 8.2% | -12.1% | -7.8% | -6.7% | -3.4%
Cc1ccc(C(=O)C(C)[n+]2cccc(C(N)=O)c2)cc1 (stereo not given) | -5.7 | 32.5% | -31.6% | 3.8% | 3.9% | -3.0% | 1.2% | -9.9% | -2.9%
